VLA-4 inh = inhibition in a human VLA-4 binding assay. P13612. inhibition, % (about 7 µM as worked out from the volumes in the protocol). VLA-4 expressing cells, ligand binding flow cytometry. actives 0.2% (n = 330,000); in the data active means inhibition above about 50%
Target sequence (P13612 whole entry, looked up): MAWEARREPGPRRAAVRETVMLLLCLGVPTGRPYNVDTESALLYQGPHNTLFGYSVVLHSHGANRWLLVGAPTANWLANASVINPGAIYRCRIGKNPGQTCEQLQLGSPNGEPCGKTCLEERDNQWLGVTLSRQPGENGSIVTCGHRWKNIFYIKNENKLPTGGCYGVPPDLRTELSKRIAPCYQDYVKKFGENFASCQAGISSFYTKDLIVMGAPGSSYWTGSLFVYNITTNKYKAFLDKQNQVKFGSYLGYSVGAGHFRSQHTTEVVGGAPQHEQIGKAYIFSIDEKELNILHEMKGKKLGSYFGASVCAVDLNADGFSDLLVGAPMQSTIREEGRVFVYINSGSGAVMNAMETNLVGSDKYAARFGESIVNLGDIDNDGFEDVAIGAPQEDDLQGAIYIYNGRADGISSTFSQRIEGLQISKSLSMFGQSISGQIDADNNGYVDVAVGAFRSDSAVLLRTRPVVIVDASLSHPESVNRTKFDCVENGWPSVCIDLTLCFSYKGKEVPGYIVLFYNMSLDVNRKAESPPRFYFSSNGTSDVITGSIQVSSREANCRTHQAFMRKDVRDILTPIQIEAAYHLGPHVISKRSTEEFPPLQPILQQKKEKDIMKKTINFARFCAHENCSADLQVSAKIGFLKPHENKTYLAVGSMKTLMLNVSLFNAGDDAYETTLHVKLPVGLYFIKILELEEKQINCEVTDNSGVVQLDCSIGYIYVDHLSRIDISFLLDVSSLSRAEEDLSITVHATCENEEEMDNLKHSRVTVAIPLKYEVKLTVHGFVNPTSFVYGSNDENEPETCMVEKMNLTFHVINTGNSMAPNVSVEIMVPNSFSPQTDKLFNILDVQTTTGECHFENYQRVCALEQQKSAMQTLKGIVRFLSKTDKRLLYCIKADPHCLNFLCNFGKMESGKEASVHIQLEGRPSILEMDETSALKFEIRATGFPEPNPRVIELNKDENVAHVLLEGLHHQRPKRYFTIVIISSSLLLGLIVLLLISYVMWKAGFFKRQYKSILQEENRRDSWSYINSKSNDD
MEP2 TOR yeast = modulators of TOR pathway MEP2-GFP in S. cerevisiae | S. cerevisiae MEP2-GFP strain, flow cytometry GFP, 3 h; 100% = DMSO control level | GFP response vs DMSO, % at 10 µM | actives 0.51% (n = 330,000) | AID 2016;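 active means GFP response versus DMSO above a set limit, roughly screen mean plus 3 SD, cut at about 180% in these data; inconclusive means fewer than 70 cells counted for a yeast strain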;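 further: median GFP fluorescence of the barcode-gated MEP2-GFP cells per well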
LAP4-GFP MLPCN = alters LAP4-GFP fluorescence in TOR pathway yeast screen | S. cerevisiae LAP4-GFP multiplex, flow cytometry GFP, 3 h; median GFP as percent of DMSO wells | GFP response vs DMSO, % at 10 µM | actives 0.34% (n = 320,000);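 active means GFP response vs DMSO above a set limit, about the screen mean plus 3 SD, cut at about 150% in these data; inconclusive means under 70 cell events counted for the yeast strain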
RPL19A-GFP yeast = yeast TOR pathway RPL19A-GFP modulation | S. cerevisiae RPL19A-GFP strain, flow cytometry, 3 h; stronger effect = lower value | percent response vs DMSO, % at 10 µM | actives 0.3% (n = 330,000);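 active means percent response vs DMSO below 50%; inconclusive means fewer than 70 events counted for the yeast strain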;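 further: median channel GFP fluorescence of the barcoded RPL19A-GFP strain; ratio of sample median GFP to plate DMSO average so 100% = DMSO; lower means less RPL19A-GFP as with rapamycin TOR inhibition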
AGP1-GFP MLPCN = alters AGP1-GFP fluorescence in TOR pathway yeast screen; GFP response vs DMSO, % at 10 µM; AID 2066; actives 0.02% (n = 320,000); S. cerevisiae AGP1-GFP multiplex flow cytometry, 3 h; GFP as percent of DMSO wells;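 active means GFP response relative to DMSO above a set limit, near screen average plus 3 SD, cut at about 150% in these data; inconclusive means fewer than 70 cells counted for the yeast strain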;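 further: median GFP channel fluorescence of the gated AGP1 strain per well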
Yeast superoxide = yeast age-related superoxide inhibition as caloric restriction mimetic. S. cerevisiae aged cells, superoxide DHE fluorescence; stronger effect = lower value. superoxide response (% of plate mean), % at 10 µM. actives 0.18% (n = 330,000). AID 2690;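 active means superoxide response under a set limit, about three screen SD below normal, cut at about 65% in these data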;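 further: yeast aged for seven days with compound at 30 °C before DHE staining; 100% = average MFI of all compound-treated wells on the plate with controls excluded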
GRK2 inh = human GRK2 inhibition via aptamer displacement; P25098; bead flow cytometry, FAM-aptamer displacement from GRK2; inhibition of aptamer binding, % at 10 µM; actives 0.59% (n = 330,000);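 active means inhibition of aptamer binding above 40%, roughly 3 SD of noise, on plates passing a quality check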;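 further: median bead fluorescence of bound FAM aptamer so fluorescent compounds give negative values; no value below 0 was filed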
CIT2-GFP yeast = alters CIT2-GFP fluorescence in TOR pathway yeast screen; AID 2029; S. cerevisiae CIT2-GFP strain, flow cytometry, 3 h; 100 means same as DMSO wells; actives 0.065% (n = 320,000); GFP response vs DMSO, % at 10 µM;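 active means GFP response relative to DMSO above a set limit, near the screen mean plus 3 SD, cut at about 150% in these data; inconclusive means Fewer than 70 cells measured for a yeast strain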;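 further: ratio of well median GFP fluorescence to mean of DMSO wells on the plate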
The depositor's hits bear a star; ? = inconclusive; nt = not tested or not shown.

SMILES	VLA-4 inh	MEP2 TOR yeast	LAP4-GFP MLPCN	RPL19A-GFP yeast	AGP1-GFP MLPCN	Yeast superoxide	GRK2 inh	CIT2-GFP yeast
O=C(CSc1nnc(CNC(=O)c2cccs2)o1)Nc1cccc(C(F)(F)F)c1	13	99	100	102	103	95	0	103
COc1ccc(N2CC(C(=O)NCCS(=O)(=O)N3CCN(c4ccccc4)CC3)CC2=O)cc1 (stereo unspecified)	-1	107	103	102	107	122	0	112
Cc1nnc(NC(=O)C2CCCN(S(=O)(=O)c3ccccc3C(F)(F)F)C2)s1 (stereo unspecified)	9	?	?	?	?	109	0	?
CCOC(=O)c1c(N2CCN(c3ccccc3)CC2)cc(C)nc1C	8	110	97	103	101	98	2	101
CC(=O)N(C(C)=O)S(=O)(=O)c1ccc(N=NN2CCOCC2)cc1	-3	81	88	106	93	93	0	102
CCCCn1c(N)c(N(CC(C)C)C(=O)C2CCN(c3ncnc4sc(C)c(C)c34)CC2)c(=O)[nH]c1=O	33	100	104	96	106	105	25	101
CC1(c2nnc(-c3ccc(F)cc3)o2)CC(c2ccccc2)=NO1 (stereo unspecified)	13	86	113	95	81	91	0	64
CC12CCC(C(=O)NCc3ccco3)(OC1=O)C2(C)C (stereo unspecified)	5	97	88	103	76	103	2	66
COc1cc(NC(=S)NNC(=O)C(C)(C)O)cc(OC)c1	0	102	94	112	112	86	1	105
COC(=O)CC1C(=O)NCCN1C(=O)CSc1nc2ccccc2c(=O)n1CC(C)C (stereo unspecified)	9	106	101	103	108	91	0	108
Cc1nnsc1C(=O)N1CCN(c2cc(C(F)(F)F)ccn2)CC1	-12	103	119	106	123	89	0	101
COC(=O)Nc1nc(-c2ccc(F)cc2)c(C)s1	0	97	109	94	104	110	0	88
CC(C)(C)Cn1c(=O)[nH]c(=O)c2cc([N+](=O)[O-])cnc21	0	106	103	103	104	92	0	112
CN(c1ccc(C(=O)NC2CC2)cc1)S(=O)(=O)c1ccccc1	4	100	106	100	101	106	4	97
O=C(CN(C(=O)c1csnn1)c1ccccc1C(F)(F)F)NCc1ccccc1	5	104	87	100	94	87	2	93
Cc1ccc(N2CCN(C(=O)CNS(=O)(=O)c3ccc(Br)s3)CC2C)cc1 (stereo unspecified)	7	97	98	98	98	95	1	98
COCC(=O)N1CCCC(CNS(=O)(=O)c2ccc(OC)cc2)C1 (stereo unspecified)	-5	88	86	97	89	94	0	81
CC(C)[C@H](NC(=O)N1CCn2c1nc1ccccc12)C(=O)N[C@H](C(=O)O)c1ccccc1	8	108	108	95	104	112	0	101
O=C(C[n+]1ccc(/C=N/O)cc1)NC(=O)Nc1ccccc1	1	95	91	92	95	134	0	81
Cn1c(=O)[nH]c(=O)c2c1nc(N1CCOCC1)n2CC(=O)c1ccccc1	0	101	99	110	103	79	1	105
Cc1cc(C)cc(N(C(C)C(=O)NCCC2=CCCCC2)S(C)(=O)=O)c1 (stereo unspecified)	3	95	93	94	nt	110	0	92
CCN1CCN(c2ccc(S(=O)(=O)N3CCCCC3)cc2NC(=O)c2cccc(OC(F)F)c2)CC1	10	104	102	100	104	110	0	104
CCOC(=O)Cc1csc(NC(=O)Cc2ccccc2[N+](=O)[O-])n1	15	99	98	93	101	98	1	92
Cc1ccc(N(C)S(=O)(=O)c2ccc3c(c2)CC(C)N3C(=O)C2CC2)cc1 (stereo unspecified)	2	94	102	99	97	101	0	98
O=C(COc1ccc(Cl)cc1)NCCc1ccccn1	-7	104	101	103	106	79	0	103

Profiles, looked up by structure. Order of screens: VLA-4 inh	MEP2 TOR yeast	LAP4-GFP MLPCN	RPL19A-GFP yeast	AGP1-GFP MLPCN	Yeast superoxide	GRK2 inh	CIT2-GFP yeast
COC(=O)Nc1nc(-c2ccc(F)cc2)c(C)s1 in the list: 0	97	109	94	104	110	0	88
O=C(C[n+]1ccc(/C=N/O)cc1)NC(=O)Nc1ccccc1 in the list: 1	95	91	92	95	134	0	81
Cc1nnsc1C(=O)N1CCN(c2cc(C(F)(F)F)ccn2)CC1 in the list: -12	103	119	106	123	89	0	101
CN(c1ccc(C(=O)NC2CC2)cc1)S(=O)(=O)c1ccccc1 in the list: 4	100	106	100	101	106	4	97
CCOC(=O)Cc1csc(NC(=O)Cc2ccccc2[N+](=O)[O-])n1 in the list: 15	99	98	93	101	98	1	92

(list continues)
SMILES	VLA-4 inh	MEP2 TOR yeast	LAP4-GFP MLPCN	RPL19A-GFP yeast	AGP1-GFP MLPCN	Yeast superoxide	GRK2 inh	CIT2-GFP yeast
O=C(Nc1ccon1)c1nc[nH]c1C(=O)NCc1ccccc1	12	95	95	91	98	96	1	95
COCCNC(=S)N/N=C/c1ccc2c(c1)OCCO2	4	103	101	102	103	106	0	98
COc1ccccc1C(=O)NCCCNC(=O)c1ccccn1	4	103	93	103	103	97	0	112
COc1cccc(N2C(=O)N(c3ccccc3Cl)C3CS(=O)(=O)CC32)c1 (stereo unspecified)	-9	96	95	100	111	92	0	97
COc1ccc(S(=O)(=O)N(C)C)cc1NC(=O)Cc1c[nH]c2ccccc12	-9	105	100	113	110	102	0	105
O=C(Nc1cc(Cl)ccc1-n1cncn1)c1ccc([N+](=O)[O-])o1	-15	97	121	93	90	80	1	86
CC1CC(NC(=O)/C(C#N)=C/c2ccc[nH]2)CC(C)(C)C1 (stereo unspecified)	5	91	105	97	116	101	1	119
COc1ccccc1NS(=O)(=O)c1cccc(C(=O)N2CCCCCCC2)c1	18	98	104	99	108	100	0	98
COc1ccccc1OCc1ccc(C(=O)N(C)C)o1	19	92	89	89	90	107	1	94
O=C(O)c1nn(-c2cccc(Cl)c2)c(=O)cc1O	47	100	105	103	102	85	2	99
COc1ccc([C@H]2CC(=O)C=C(c3ccc(C)c([N+](=O)[O-])c3)C2)cc1	12	99	115	96	94	118	0	91
Cc1cccc(NC(=O)NN2CCN(C)CC2)c1C	1	106	77	121	84	96	3	83
Cc1cccc(-n2c(SCC(=O)N3CC(=O)Nc4ccccc43)nc3ccccc3c2=O)c1	-9	102	91	102	96	91	2	103
Oc1ccc(C2=CSC3=NCCN23)cc1O	9	101	90	102	95	92	2	96
COc1cc(S(=O)(=O)NCCOC23CC4CC(CC(C4)C2)C3)c(OC)cc1Cl	14	103	97	102	95	91	2	104
O=C(COc1ccc(Cl)cc1Cl)NC(=O)N1CCOCC1	7	99	104	98	102	97	0	99
O=C1C2C(C(=O)N1/N=C/c1ccco1)C1C=CC2C12CC2 (stereo unspecified)	8	103	93	96	97	89	2	101
CCn1cc(S(=O)(=O)NCCc2ccc(F)cc2)cn1	10	111	97	102	96	104	0	100
COc1cccc(CNCCNC(=O)c2ccco2)c1OC	-22	106	100	99	106	88	0	102
Cc1sc2nc(N)sc2c1C	4	98	99	95	92	99	0	95
CCC1(CC)C(=O)N(C)C(=O)NC1=Nc1ccc(OC)cc1	20	107	97	103	96	119	0	122
Cc1ccc(S(=O)(=O)N2CCC(C)CC2)cc1C(=O)NCc1ccccn1	18	101	99	98	98	105	0	103
O=C(COC(=O)c1ccccc1OCc1ccc(Cl)cc1)NC1CC1	-14	104	105	102	102	101	3	106
COc1ccc(S(=O)(=O)N(C(C)=O)c2ccc3oc(=O)sc3c2)cc1	18	104	96	100	100	104	0	92
CCc1nc2nc(C)c(NS(=O)(=O)c3ccc4c(c3)CCCC4)c(=O)n2[nH]1	-11	107	88	92	91	101	1	97

Next entries:
SMILES	VLA-4 inh	MEP2 TOR yeast	LAP4-GFP MLPCN	RPL19A-GFP yeast	AGP1-GFP MLPCN	Yeast superoxide	GRK2 inh	CIT2-GFP yeast
O=C(CCS(=O)(=O)c1ccc2c(c1)NC(=O)CS2)NCCc1ccc(Cl)cc1	6	98	103	99	105	100	10	101
Cc1ccc(-n2cnc3cc(NCc4cccs4)ccc32)cc1	6	105	106	105	104	101	2	102
Cc1sc(NC(=O)CSc2nc(O)cc(=O)[nH]2)nc1-c1ccccc1	-3	96	93	92	96	94	1	96
CCCOc1cccc(C(=O)NC(=S)Nc2ccccc2)c1	27	105	107	100	104	109	4	96
O=C(CSc1cc(Cl)ccc1Cl)NC1CCCc2ccccc21 (stereo unspecified)	0	97	87	99	94	104	0	85
COc1ccc(-c2c(C#N)c(N)nc3sc(C(=O)c4ccccc4)c(N)c23)cc1	-18	100	102	100	103	88	6	97
S=C(Sc1ccc(Cl)cc1)Sc1ccc(Cl)cc1	0	98	150*	91	114	94	0	112
Cc1ccc(S(=O)(=O)CCN2CCN(c3ccccn3)CC2)cc1	-1	97	100	101	101	95	0	102
COc1ccc(NC(=O)c2oc3ccccc3c2NC(=O)c2ccco2)c(OC)c1	-14	110	119	98	102	100	0	98
O=C(CSc1nccc(=O)[nH]1)NC1CCCCCCC1	19	100	98	99	99	86	0	96
Cc1cc(S(=O)(=O)NCCCN2CCOCC2)c(Cl)cc1Cl	8	113	96	106	105	94	1	108
CC(=O)c1c(C)nc(-c2ccc(OCC(=O)Nc3ccc(F)cc3)cc2)n1O	-2	102	105	101	104	104	2	101
COc1cc(/C=C(/NC(=O)c2ccccc2)C(=O)N2CCOCC2)c([N+](=O)[O-])cc1OC	11	95	68	104	91	103	0	87
COc1ccc(CCNC(=O)CSc2nc(N)c3c(C)c(C)oc3n2)cc1OC	-6	93	89	89	89	128	0	89
COc1cc(Cl)c(C)cc1NC(=O)c1ccc2c(c1)OCO2	0	103	82	102	96	104	1	115
COc1ccc(S(=O)(=O)Nc2ccc(F)cc2)cc1N(C)S(=O)(=O)c1ccc(Cl)cc1	32	101	95	95	102	93	0	91
Cc1ccc(C(O)(COC(=O)C(C)C)COC(=O)C(C)C)c(O)c1	-1	98	102	98	93	112	9	94
CC(=O)c1ccc(NC(=O)[C@@H]2CCCN2C(=O)OC(C)(C)C)cc1	2	108	107	103	104	87	2	105
COc1cc(Cl)cc(C#N)c1OCC(=O)O	10	102	107	95	100	97	2	97
CC(C)(C)[C@H]1C=C(C(=O)NC2CC2)O[C@@H](OCc2ccc(CO)cc2)C1	7	95	136	92	77	125	0	63
CC1CCN(CCOc2ccc(Cl)c(Cl)c2)CC1	4	96	91	100	97	98	0	98
COC(=O)c1ccc(N2C(=O)CC(N3CCOCC3)C2=O)cc1 (stereo unspecified)	7	97	100	96	98	114	0	102
CC1CCCN(CCCOc2ccc(Br)cc2Cl)C1 (stereo unspecified)	4	98	89	103	102	82	1	113
O=C(CN1c2ccccc2Sc2ccccc21)NNC(=S)Nc1ccc(Cl)cc1	-3	92	122	100	129	87	1	123
O=C(NC(=S)N1CCc2ccccc21)c1ccc(Br)o1	5	99	102	100	94	135	0	98

Continued.
SMILES	VLA-4 inh	MEP2 TOR yeast	LAP4-GFP MLPCN	RPL19A-GFP yeast	AGP1-GFP MLPCN	Yeast superoxide	GRK2 inh	CIT2-GFP yeast
CCc1ccccc1NC(=O)CCc1c(C)nc(SC)nc1C	14	105	108	106	106	88	0	106
COc1ccc(NC(=O)O/N=C/c2ccc(Br)cc2)cc1	11	104	112	102	98	119	0	95
O=C(CC1Nc2ccccc2NC1=O)Nc1ccccc1NC(=O)CC1Nc2ccccc2NC1=O (stereo unspecified)	10	91	109	94	98	111	1	86
O=C(NC1(C(=O)NC2CCCCC2)CCCCC1)c1ccccn1	6	103	98	96	105	92	2	100
COC(=O)c1ccc(/C=C/c2nc3ccccc3c(=O)[nH]2)cc1	26	99	91	95	94	89	8	95
Cc1ccc(SCc2nc3ncccn3c2Br)cc1	-2	95	113	95	96	84	0	89
Oc1ccc(-c2nc3ncccn3c2Nc2ccc3c(c2)OCO3)cc1	7	101	nt	93	96	95	2	98
O=C(CSc1ccccc1)Nc1ccc(NC(=O)c2ccco2)cc1	-4	107	118	105	101	109	0	99
CC(=O)COc1cccc2ccc(/C=C/c3ccc(Br)s3)nc12	-8	109	102	99	96	99	1	91
COC(=O)CCC(NC(=O)c1cc(C)oc1C)C(=O)OC (stereo unspecified)	-4	103	98	95	83	95	2	107

From PubChem BioAssay
